Bioassay records (PubChem)
RMI-FANCM inh – inhibitors of human RMI core complex binding to FANCM MM2 | Fluorescence polarization, RMI core complex with F-MM2 peptide; hits give low values | 0.58% of 70,000 active | AID 1159607 | FP signal (polarization) at 33 µM; in the data active = FP signal below about 40; note: inactives centre near 61; strong numbers were not always called active; unit not given here
An asterisk follows results filed as active; & = joins results of further samples. Only part of the results is shown; the hit share may differ from the screen's.

RMI-FANCM inh | Molecule
62&60 | COc1ccc(C2SCC(=O)N2CCN2C(=O)CSC2c2ccc(OC)cc2)cc1 (centres undefined)
71 | NCCn1ncc2c(N3CCN(c4ncccn4)CC3)ncnc21
62 | COc1cc(Cl)c(C(F)(F)F)cc1NC(C)=O
54 | c1cc(CSc2ccc(-c3ccc4c(c3)OCO4)nn2)ccn1
53 | O=C(CCCS(=O)(=O)c1ccccc1)Nc1nc2c(s1)CCCC2
58 | COc1ccc(C(=O)COC(=O)c2c3c(nc4ccccc24)CCCC3)cc1OC
69 | COc1ccccc1-n1ncc2c(C(C)C)n[nH]c(=S)c21
76 | Cc1cc(C)c2nc(N(CCn3cccn3)C(=O)c3cccc(F)c3)sc2c1
53 | Cc1onc(-c2ccccc2)c1NC(=O)Nc1ccccc1N1CCOCC1
60 | COC(=O)c1c(NC(=O)c2cc(C)no2)sc2c1CCN(C(C)=O)C2
62 | CC(N)C1CC2CCC1C2 (centres undefined)
72 | COc1ccc2oc(-c3csc(NC(=O)c4c(F)cccc4F)n3)cc2c1
70 | O=C(Cc1csc(Nc2ccc(F)cc2)n1)N1CCc2ccccc21
74 | Cc1ccc(-n2c(O)c(C=C3C=Nc4ccccc43)c(=O)[nH]c2=O)cc1Cl
63 | CC1CCN(C(=O)Cc2csc3nc(-c4ccc(F)cc4)cn23)CC1
87 | CCOC(=O)Cn1c(=NC(=O)c2ccno2)sc2cc(F)cc(F)c21
54 | CN1CCN(C(CNC(=O)C(=O)NCc2ccccc2F)c2ccc3c(c2)OCO3)CC1 (centres undefined)
75 | CCOC(=O)C(=CNc1nc(-c2ccccc2)c(C(=O)Nc2ccc(-c3ccccc3)cc2)s1)C(=O)OCC
108 | COc1ccc(/C=C/C(=O)c2ccc(O)cc2)cc1OC
67 | COc1c(C)cnc2c1c(=O)n(CC(N)=O)c(=O)n2C
60 | COc1cccc(/C=N\NC(=O)c2ccncc2)c1OC
64 | COc1ccc(CCNc2ncnc3scc(-c4cccs4)c23)cc1OC
55 | COc1ccc(S(=O)(=O)N2CCCCC2CC(=O)Nc2ccc3c(c2)OCO3)cc1 (centres undefined)
66 | CCSc1nnc(NC(=O)CCc2ccc(C)o2)s1
54 | COC(=O)c1ccc(S(=O)(=O)NNC(=O)c2cn3cc(C(F)(F)F)cc(Cl)c3n2)n1C
70 | CCSc1oc(-c2ccco2)nc1[P+](c1ccccc1)(c1ccccc1)c1ccccc1
67 | COc1ccccc1N1CCN(CCNC(=O)C(=O)Nc2c(C)cc(C)cc2C)CC1
64 | O=C(Cc1cc(=O)[nH]c(SCc2ccc(F)cc2)n1)Nc1cccc(F)c1
59&53 | O=C(CN1c2ccccc2Sc2ccccc21)N/N=C\c1ccco1
77 | CC(C)c1ccc(NC(=O)C(=O)NCC(=O)N2CCOC(c3ccccc3)C2)cc1 (centres undefined)
120 | COc1ccccc1N1CCN(CCNC(=O)C(=O)Nc2ccc(C(C)C)cc2)CC1
61 | COc1ccc2nc(N(CCn3cccn3)C(=O)c3cccs3)sc2c1
67 | Cc1cc(NC(=O)c2ccno2)n(C(C)C)n1
62 | CC(=O)Nc1ccccc1OCC(O)CNCc1ccc(C(F)(F)F)cc1 (centres undefined)
57 | Cc1nc(-c2ccc(S(=O)(=O)NN)cc2)c(-c2ccc([N+](=O)[O-])cc2)o1
59 | CC(C)S(=O)(=O)c1cscc1N/C=C(/C#N)C(=O)c1cccs1
57 | Cc1nc(C(F)(F)F)ccc1C(=O)NCc1nc(-c2ccc(C(F)(F)F)cc2)no1
64 | O=C(Cc1ccc(F)cc1)NCCN1CCN(c2ccccc2F)CC1
63 | O=C(Cn1cnc2c(cnn2C2CCS(=O)(=O)C2)c1=O)NCc1ccc2c(c1)OCO2 (centres undefined)
69 | COc1ccc(-c2ccc(N3CCN(C(=O)c4cccc(F)c4)CC3)nn2)cc1
56 | COc1cc(OC)c2c(c1)OC(c1ccccc1)CC2=O (centres undefined)
56 | CCCS(=O)(=O)c1csc(C(=O)OC)c1NNS(=O)(=O)c1ccccc1C(F)(F)F
62 | CC(C)N=C(c1ccccc1)n1c(=S)nc(-c2ccccc2)n(C(C)C)c1=S
59 | CCc1nn2c(NCC3CCCO3)cc(C)nc2c1-c1ccccc1 (centres undefined)
60 | O=C(Cc1cc(=O)[nH]c(SCc2ccccc2F)n1)Nc1cccnc1
140 | COc1cc(-c2cc(C(=O)N/N=C/c3cccnc3)[nH]n2)ccc1OCc1ccc(C)cc1
53 | O=C1c2ccccc2C(=O)N1Cc1csc2ccccc12
59 | CCCN1CCCc2cc(CCNC(=O)c3cccs3)ccc21
108 | COc1ccc(NC(=O)Cn2cnc3c([nH]c4ccc(C)cc43)c2=O)c(C)c1
52 | FC(F)(F)c1csc(Nc2ccc(Cl)c(Cl)c2)n1
41 | Cc1nc2cc(NC(=O)c3cc4cc([N+](=O)[O-])ccc4s3)ccc2n1-c1ccccc1
58 | CC(C)NC(=O)NC1(C)CCS(=O)(=O)C1 (centres undefined)
64 | O=C(Cn1nnc(-c2cc(Cl)cc(Cl)c2)n1)c1cccc([N+](=O)[O-])c1
75 | O=S(=O)(c1ccc(F)cc1F)N1CCN(c2ccc(-c3cccnc3)nn2)CC1
108 | c1cncc(-c2csc(Nc3nc4cc5c(cc4s3)OCO5)n2)c1
62 | COc1cccc(C(=O)Nc2cc(-c3cccs3)nn2-c2nc(C)c(C)c(=O)[nH]2)c1OC
143 | COc1ccc(CC(=O)Nc2nnc(SCC(=O)NC3=NCCS3)s2)cc1
57 | Cc1ccc(S(=O)(=O)N2CCCCC2CC(=O)NCCC2=CCCCC2)cc1 (centres undefined)
59 | N#C/C(=C\Nc1cccnc1)C(=O)c1ccc(OC(F)(F)F)cc1
64 | COc1cc(NC(=O)Cn2nc3ccc(SC(C)C)nn3c2=O)cc(OC)c1

(list continues)
RMI-FANCM inh | Molecule
62 | COc1ccc(NC(=O)Cc2csc(Nc3ccc(F)cc3)n2)c(OC)c1
55 | O=c1c2ncccc2n(Cc2c(F)cccc2Cl)c(=O)n1CCc1ccccc1
62 | O=C(c1ccc(-c2ccc(F)cc2)o1)N1CCOCC1
67 | Clc1nccc(NCC2CCCO2)n1 (centres undefined)
61 | O=S(=O)(Cc1ccccc1)NCCOc1cccc(C(F)(F)F)c1
59 | O=C(Nc1ccc(S(=O)(=O)N2CCOCC2)cc1)c1cccc(F)c1
56 | O=C(NCc1cccs1)C(=O)NCC(c1ccco1)N1CCc2ccccc21 (centres undefined)
54 | O=C1c2ccccc2C2CC(c3ccc(Cl)cc3)=NN12 (centres undefined)
69 | Cc1nc2ccc(NC(=O)c3ccc(S(=O)(=O)N(C)Cc4ccco4)cc3)cc2s1
59 | O=C(Cc1cc(=O)[nH]c(SCc2ccccc2)n1)NCc1ccc(Cl)cc1
59 | COc1ccc(CC2c3cc(OC)c(OC)cc3CCN2C=C(C#N)C#N)cc1OC (centres undefined)
54 | CN(C)C(=S)Nc1cccc(C(F)(F)F)c1
70 | CCc1cc(=O)[nH]c(NN)n1
39 | Cc1c(/C=N\Nc2ccccn2)sc2ccccc12
54 | COC(=O)CSc1nccc(-c2ccc3c(c2)CCC(C)(C)O3)n1
57 | CCOC(=O)c1ccc(NC(=O)Cn2nc3n(c(=O)c2=O)CCN3c2ccccc2)cc1
500 | CCOC(=O)c1c(C)nc2c(c1-c1cccnc1)C(=O)c1ccccc1-2
54 | NC(=O)C1CCN(c2ccc(C(F)(F)F)cn2)CC1
62 | O=S(=O)(c1ccc2c(c1)Cc1cc(S(=O)(=O)N3CCCCC3)ccc1-2)N1CCCCC1
66 | O=C(COc1ccc(F)cc1F)NCCOc1ccc2nnc(-c3ccc(F)cc3)n2n1
68 | CCSc1ccc(NC(C)=O)nn1
59 | N#CCc1ccc(OC(=O)c2cnccc2C(F)(F)F)cc1
51 | Cc1cc(C)cc(NCC(O)Cn2c3ccccc3c3ccccc32)c1 (centres undefined)
56 | Cc1nnc(NC(=O)c2ccccc2NC(=O)c2ccccc2)s1
64 | Cc1ccsc1C(=O)Nc1ccccc1-c1nc2ccccc2s1
62 | Cc1oc(-c2cccc(Cl)c2)nc1CSc1nc2c(c(=O)[nH]1)CCC2
54 | COc1ccc(C2C3=C(CCCC3=O)Nc3nc(-c4cccc(C)c4)nn32)cc1OC (centres undefined)
51 | Cc1ccc(Nc2nc3ccccc3s2)c(C)c1
60 | COc1cccc(N2CC(C(=O)Nc3nnc(SCc4cccnc4)s3)CC2=O)c1 (centres undefined)
64 | O=C(Nc1ccc(F)cc1F)N1CCCN(CCOc2ccccc2)CC1
62 | O=c1[nH]c2ccc(S(=O)(=O)NCc3ccccc3)cc2[nH]1
67 | COc1ccc(C(=O)NCCn2ncc3c(N4CCCC4)ncnc32)cc1OC
63 | CCCS(=O)(=O)C/C(N)=N\OC(=O)c1ccc(Cl)cc1
59 | O=C(O)c1ccc2c(c1)C(=O)N(c1ccc(Cl)cc1)C2=O
57 | Cc1cccc(N2CCN(c3cc(C)nc4nc(C(F)(F)F)nn34)CC2)n1
67 | O=C(NCC(c1ccsc1)N1CCCCCC1)c1ccc(F)cc1 (centres undefined)
66 | O=C(NCCn1ncc2c(=O)n(Cc3cccc(C(F)(F)F)c3)cnc21)C1(c2ccc(Cl)cc2)CCCC1
60 | CCOC(=O)c1sc(NC(=O)c2ccc([N+](=O)[O-])s2)c(C#N)c1C
54 | O=C(NCCS(=O)(=O)NC(c1ccccc1)c1ccccc1)c1ccccc1
69 | O=c1c(SCc2cccc([N+](=O)[O-])c2)nccn1-c1ccc(Br)cc1
53 | O=[N+]([O-])c1ccc(S(=O)(=O)Nc2nc3ccccc3s2)cc1
46 | COC(=O)c1ccc2oc(=O)c(S(=O)(=O)N3CCN(C)CC3)cc2c1
54 | COc1cc(/C=C\C(=O)NCc2ccc3[nH]c4c(c3c2)CCCC4)cc(OC)c1OC
68 | O=C(c1ccc2c(c1)OCO2)N1CCN=C1SCc1c(F)cccc1Cl
60 | COc1ccc(-c2ccc(N3CCC(C(=O)NCc4ccccn4)CC3)nn2)cc1

Next section, overlapping the part above by 6 compounds.
RMI-FANCM inh | Molecule
69 | O=c1c(SCc2cccc([N+](=O)[O-])c2)nccn1-c1ccc(Br)cc1
53 | O=[N+]([O-])c1ccc(S(=O)(=O)Nc2nc3ccccc3s2)cc1
46 | COC(=O)c1ccc2oc(=O)c(S(=O)(=O)N3CCN(C)CC3)cc2c1
54 | COc1cc(/C=C\C(=O)NCc2ccc3[nH]c4c(c3c2)CCCC4)cc(OC)c1OC
68 | O=C(c1ccc2c(c1)OCO2)N1CCN=C1SCc1c(F)cccc1Cl
60 | COc1ccc(-c2ccc(N3CCC(C(=O)NCc4ccccn4)CC3)nn2)cc1
65 | N#Cc1ccc(-c2csc(-c3ccc(Cl)cc3)n2)cc1
67 | CCc1ccc(S(=O)(=O)N2CCN(c3ccc(-c4cccnc4)nn3)CC2)s1
59 | CC(C)C(c1c(O)[nH]c(=S)[nH]c1=O)C(C#N)C#N (centres undefined)
70 | O=C(Nc1ccc(Cl)cc1)N1CCN(c2ccc3nncn3n2)CC1
57 | CCOC(=O)c1ccc(NC(=O)CS(=O)(=O)c2cn(CC(=O)N3CCOCC3)c3ccccc23)cc1
66 | CC(=O)c1ccc(NC(=O)Cn2nc(C3CCN(S(C)(=O)=O)CC3)n(C)c2=O)cc1
69 | Cc1cc(NC(=O)CSc2nnc(C(C)C)c3cnn(-c4ccc(F)cc4)c23)no1
63 | CC(C)(C)OC(=O)NC12CC3CC(CC(C3)C1)C2
60 | COC1=CC(=O)C=C(OC)C1=O
71 | CCCn1c(=NC(=O)c2ccc(Cl)s2)sc2c(C)ccc(OC)c21
71 | O=C(NCC1CCN(Cc2cccs2)CC1)C(=O)Nc1ccon1
65 | COc1cccc(NC(=O)NNc2nc3c(-c4ccccc4)nnn3c3ccccc23)c1
67 | CCCc1nc2ccccc2[nH]c1=O
68 | O=C(NCc1ccc2c(c1)OCO2)C(=O)NCC1CCN(Cc2ccccc2)CC1
76 | COc1ccc(CCC(=O)NCC2CCN(C3CCCC3)CC2)cc1

An excerpt from above in order of their number in RMI-FANCM inh, descending.
Compound,RMI-FANCM inh
CCOC(=O)C(=CNc1nc(-c2ccccc2)c(C(=O)Nc2ccc(-c3ccccc3)cc2)s1)C(=O)OCC,75
O=C(c1ccc2c(c1)OCO2)N1CCN=C1SCc1c(F)cccc1Cl,68
COC1=CC(=O)C=C(OC)C1=O,60
COc1cc(OC)c2c(c1)OC(c1ccccc1)CC2=O (centres undefined),56
O=[N+]([O-])c1ccc(S(=O)(=O)Nc2nc3ccccc3s2)cc1,53

(cont.)
RMI-FANCM inh | Molecule
16* | COc1ccc(C(c2c(C)[nH]c3ccccc23)c2c(C)[nH]c3ccccc23)c(OC)c1
65 | CC(C)C(=O)N1CCC2(CC1)NC(=O)NC2=O
53 | Cc1nn(-c2ccccc2)nc1C(=O)Oc1ccc(CC#N)cc1
57 | CC1CCC(C(C)C)C(NCc2ccccc2)C1 (centres undefined)
54 | CN1CCc2cc(C(CNC(=O)C(=O)Nc3ccc4c(c3)OCO4)N3CCCCC3)ccc21 (centres undefined)
54 | Brc1ccc2c(c1)Cc1ccccc1-2
63 | COc1ccc(N2CCN(CCNS(=O)(=O)c3ccc(Cl)s3)CC2)cc1
61 | Cc1cccnc1NC(=O)C1CCCN(c2ccc(-c3cccs3)nn2)C1 (centres undefined)
56 | C/C(=N/O)c1cc2cc([N+](=O)[O-])ccc2o1
53 | CC(Sc1nc(-c2ccccc2)cc(=O)[nH]1)c1ccccc1 (centres undefined)
65 | CCOC(=O)CSc1ncnc2c1cnn2-c1ccccc1
53 | C=CCNC(=O)CSc1nnnn1-c1cccc(OC)c1
48&63 | C=CCn1c(-c2ccncc2)n[nH]c1=S
63 | CS(=O)(=O)N1CCCC(C(=O)Nc2ccc3ncsc3c2)C1 (centres undefined)
73 | Cc1cc(F)ccc1S(=O)(=O)NCCCc1ccc(N(C)C)cc1

4 compounds already listed, sorted by length of the SMILES, smallest number first.
RMI-FANCM inh | Molecule
54 | NC(=O)C1CCN(c2ccc(C(F)(F)F)cn2)CC1
59&53 | O=C(CN1c2ccccc2Sc2ccccc21)N/N=C\c1ccco1
56 | CCCS(=O)(=O)c1csc(C(=O)OC)c1NNS(=O)(=O)c1ccccc1C(F)(F)F
16* | COc1ccc(C(c2c(C)[nH]c3ccccc23)c2c(C)[nH]c3ccccc23)c(OC)c1
